# Assay outcomes: PubChem BioAssay, several laboratories
# GlmU inhibition = inhibition of mycobacterial GlmU enzyme – biochemical, glucosamine-1-phosphate acetyltransferase (AID 1376); M. tuberculosis GlmU acetyltransferase enzyme assay; higher % means a stronger effect; actives 0.25% (n = 220,000); inhibition, %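 (tested at 30 µM in the primary screen)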, or IC50 in µM where a hit was titrated; in the data active = inhibition above about 13%;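 also: 0% = complete reaction with vehicle and 100% = reaction without substrate; strong numbers were not always called active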
# RmlCD inh 1536 = inhibitors of Mycobacterium tuberculosis RmlC and RmlD coupled enzymes. P9WH09+P9WH11. RmlC+RmlD coupled enzyme assay, percent inhibition; primary screen in compound mixtures. inhibition, % at 3.6 µM. actives 0.03% (n = 160,000). AID 1533; in the data active = inhibition mostly above about 34%, no sharp cut-off; also: some results filed as inactive read as strong as hits
# Target sequence (P9WH09 whole entry, looked up): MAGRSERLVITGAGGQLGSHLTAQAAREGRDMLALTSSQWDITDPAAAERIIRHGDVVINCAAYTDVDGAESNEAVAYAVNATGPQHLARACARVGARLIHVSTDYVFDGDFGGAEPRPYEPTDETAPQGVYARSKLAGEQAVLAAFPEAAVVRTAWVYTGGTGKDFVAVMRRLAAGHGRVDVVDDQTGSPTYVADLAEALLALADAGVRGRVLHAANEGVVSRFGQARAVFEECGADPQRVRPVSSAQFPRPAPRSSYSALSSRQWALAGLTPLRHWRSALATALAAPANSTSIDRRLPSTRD
# Target sequence (P9WH11 whole entry, looked up): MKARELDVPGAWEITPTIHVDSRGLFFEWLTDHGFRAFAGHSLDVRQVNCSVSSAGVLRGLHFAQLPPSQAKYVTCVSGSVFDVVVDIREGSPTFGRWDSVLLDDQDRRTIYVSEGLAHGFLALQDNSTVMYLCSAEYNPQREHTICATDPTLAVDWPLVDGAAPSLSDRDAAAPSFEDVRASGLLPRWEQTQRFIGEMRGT
# An asterisk follows results filed as active; x = not tested or not shown. A portion of the library; the hit share may differ from the screen's.
SMILES,GlmU inhibition,RmlCD inh 1536
c1ccc(CN(Cc2cccs2)C(c2cccs2)c2nnnn2C2CCCC2)cc1 (centres undefined),-1.2%,x
Nc1nonc1OCCCCOc1nonc1N,0.5%,-5
Cc1ccc(Cn2ccc(=O)c(Cc3c(Cl)cccc3Cl)c2C)cc1,3.7%,4
CC(C)(C)OC(=O)N1CC(O)CC1C(=O)OCC(=O)c1ccccc1 (centres undefined),5.8%,x
Cc1ccc(C)c(NS(=O)(=O)c2cc(C(=O)Nc3cccc(N(C)S(C)(=O)=O)c3)ccc2C)c1,1.9%,-11
Cc1ccc(CNC(=O)C(=O)NCC(c2ccco2)N2CCOCC2)cc1 (centres undefined),1.9%,7
CS(=O)(=O)N1N=C(c2ccco2)CC1c1ccc(Cl)cc1Cl (centres undefined),-0.9%,x
O=C(Nc1ccc(F)cc1F)c1cccnc1Oc1cccc(C(F)(F)F)c1,2.8%,1
COc1ccc(C(=O)/C=C(\N)C(F)(F)F)c(O)c1,-3.1%,x
O=C(O)CCCNC(=O)/C(=C\c1ccc(Cl)cc1)NC(=O)c1ccc(Br)cc1,-4.7%,47
CCC(=O)n1nc(-c2ccccc2)nc1N,5.2%,9
CCCCC/C(=N\NC(=O)CCC(=O)NCc1ccccc1)c1ccccc1,2.5%,-7
Cc1cc(C)c2nc(NC(=O)[C@@H](NC(=O)c3cccc(S(=O)(=O)N4CCOCC4)c3)C(C)C)sc2c1,-1.1%,-13
CCCC1=NN2C(=N)/C(=C\c3cc(C)n(-c4cccc(C)c4)c3C)C(=O)N=C2S1,2.9%,x
COc1ccc(Nc2nc3ccccc3n3nnnc23)cc1,2.5%,x
CCOc1ccc(C)cc1S(=O)(=O)n1nc(C)cc1C,1.8%,6
O=C(CSc1nnc(-c2ccco2)n1Cc1ccccc1)NC(=O)NCc1ccccc1,7.1%,-3
CN1CCc2c(sc3c2C(=O)NC(c2ccc(-c4ccc(Cl)cc4)o2)N3)C1 (centres undefined),-4.5%,-5
CC(C)NC(=O)c1onc(CSc2cccc(Cl)c2)c1C(=O)O,0.7%,x
CC(C)c1ccc(OCC(O)Cn2cnc3ccccc32)cc1 (centres undefined),-0.3%,16
O=C(Nc1ccc(Cl)c(Cl)c1)C1CC(=O)N(c2ccc(Br)cc2)C1 (centres undefined),3.9%,x
CCOc1cc(/C=N/NC(=O)C(=O)NCc2cccnc2)ccc1O,-2.7%,20
O=C1CC(c2ccccc2)n2nc(NC(=O)c3cccs3)nc2N1 (centres undefined),x,-12
O=C(Nc1nc(-c2cccnc2)cs1)c1cccc([N+](=O)[O-])c1,1.7%,-27
C=CCn1c(SCC(=O)/C(C#N)=C(\C)N)nc2sc(C)c(C)c2c1=O,-3.9%,x
NC(=O)C1=C[C@H](c2ccc(C(F)(F)F)cc2)C[C@H](OCc2ccc(CO)cc2)O1,2.8%,x
CC(C)(C)OC(=O)NNC(=S)NC1CCCCC1,-4.3%,3
C=CCn1c(SCc2cccc(F)c2)nc2cc(C(=O)N3CCC(C(N)=O)CC3)ccc2c1=O,-1.0%,-11
N#Cc1nc(Cc2cccc3ccccc23)oc1NCCN1CCOCC1,2.1%,-3
CCN(CCC(=O)Nc1cc(OC)cc(OC)c1)Cc1ccccc1,4.0%,x
CCn1cc([N+](=O)[O-])c(C(=O)Nc2ccc(Cn3nc(C)cc3C)cc2)n1,4.0%,8
COc1ccc(/C(N)=N/OC(=O)CCCc2ccccc2)cc1,5.5%,-14
CN(C(=O)COc1ccccc1C(=O)NCCc1ccccc1)c1ccccc1,1.2%,-2
CS(=O)(=O)c1ccc(-c2cn3cc(C(=O)O)ccc3n2)cc1,-1.4%,-8
CC1CCN(C(=S)c2ccc([N+](=O)[O-])cc2)CC1,-0.3%,-6
CCN(CC)CCNC(C(=O)Nc1ccc([N+](=O)[O-])cc1Br)c1ccccc1 (centres undefined),-5.8%,-10
O=C(CSc1nnnn1C1CCCCC1)N1CCOCC1,-2.0%,10
CC1(C)CN=C(N(C(=O)Nc2ccccc2)c2ccccc2F)S1,0.9%,22
Cc1cc(C)n(C(=O)c2cccc(S(=O)(=O)N3CCCC3)c2)n1,4.2%,x
O=c1oc2ccccc2n1Cc1ccccc1Cl,-6.0%,x
CC(C)C1CC(CCN)(Cc2ccccc2)CCO1 (centres undefined),-5.5%,5
CCOC(=O)c1cnc2c(cnn2C)c1NCCCn1ccnc1,-1.7%,-8
COc1ccc(OC)c(NC(=O)C(=O)NCCC2=CCCCC2)c1,1.0%,-11
COc1cc2c(cc1NC(=O)/C=C/c1ccccc1)oc1ccccc12,5.3%,8
CC(C)n1cnc2c(N(C)c3cccc(Cl)c3)nc(N(CCO)CCO)nc21,3.4%,x
O=[N+]([O-])c1ccccc1S(=O)(=O)N1CCN(CC2CC3C=CC2C3)CC1 (centres undefined),-4.7%,0
N#CCCn1cc(/C=N/NC(=O)c2ccncc2)c(-c2ccc(F)cc2)n1,1.4%,16
O=C(CNC(=O)c1cccs1)NCC(=O)OCC(=O)c1ccc([N+](=O)[O-])cc1,-1.1%,-9
CCc1ccccc1NS(=O)(=O)c1ccc2[nH]cc(C(=O)NCC3CCCO3)c(=O)c2c1 (centres undefined),x,30
CCOC(=O)c1[nH]c2cc(OC)c(OC)cc2c1NC(=O)CN1CCN(c2ccc(OC)cc2)C(C)C1 (centres undefined),3.1%,x
Cc1nc(Nc2cccc(O)c2)c2c3c(sc2n1)CCC3,3.0%,x
Cc1ccc(NC(=O)/C=N/OCC(=O)NCc2ccccc2Cl)cc1,-1.3%,-5
COc1ccc(N2CC(C(=O)NCCCN3CCOCC3)CC2=O)cc1 (centres undefined),8.0%,-8
COc1ccc(Br)cc1CNC(=O)C1CCN(S(=O)(=O)N2CCC(C)CC2)CC1,1.7%,x
O=S1(=O)CCOC[C@H](Cc2ccccc2)N1Cc1ccccc1,-5.6%,x
O=C(Nc1cccc(-c2nnc(-c3ccco3)o2)c1)C(c1ccccc1)c1ccccc1,3.1%,7
CC(C)N1CCN(CC#Cc2ccccc2)CC1CCO (centres undefined),4.2%,8
CC(=O)NCCCOc1ccc([N+](=O)[O-])cc1Cl,-4.6%,x
O=C(O)CC12CC3CC(C1)CC(n1ncc(NCc4ccc5c(c4)OCO5)c(Cl)c1=O)(C3)C2,-1.0%,-16
O=C(Cn1cnc2c(nnn2Cc2ccc(Cl)cc2)c1=O)N1CCN(c2ccccc2)CC1,-8.9%,x

# Further entries follow.
SMILES,GlmU inhibition,RmlCD inh 1536
CCC(C)Oc1ccccc1C1CC(=O)NC2=C1C(=O)CCC2 (centres undefined),4.5%,x
Cc1cc(C)n2nc(SCC(=O)Nc3ccccc3)nc2n1,-0.6%,5
O=c1cc(-c2ccccc2)nc2nc[nH]n12,4.0%,21
CCc1nnc(NC(=O)c2cc(OC)c(OC)cc2[N+](=O)[O-])s1,-0.1%,x
N=c1c2c(ncn1CCCO)Oc1cc(O)ccc1C2c1ccccc1 (centres undefined),-1.3%,-12
CCOC(=O)C1CCCN(CC(=O)Nc2c(C(=O)OC)[nH]c3ccc(C)cc23)C1 (centres undefined),-1.3%,-8
COc1ccc(CNc2ccc(C)cc2)cc1Br,1.1%,x
Cc1cc(Cl)cc2c1NC(=O)[C@]21[C@@H]2C(=O)N(Cc3ccccc3)C(=O)[C@@H]2[C@@H]2CCCN21,-3.0%,x
O=C(CCCCCN1C(=O)c2ccccc2C1=O)NCc1ccco1,1.2%,x
CCCCOc1ccc(N2C(=O)CC(N(CCc3ccccc3)C(=O)/C=C/C(=O)O)C2=O)cc1 (centres undefined),6.4%,-7
COc1ccc(N(CC(=O)N2CC=C(c3ccccc3)CC2)S(=O)(=O)c2c(C)noc2C)cc1,-0.2%,7
COc1ccc(C(=O)c2c(C(F)(F)F)oc3c2C(=O)c2ccccc2C3=O)cc1,-1.8%,x
CCN1CCCC1CNC(=O)Cn1cccc1C(=O)c1ccccc1 (centres undefined),-1.0%,4
S=C(NCC1CCCO1)N1CCN(c2cccc(Cl)c2)CC1 (centres undefined),-2.7%,-6
O=C(Nc1ccc([N+](=O)[O-])cc1)C1(c2ccccc2)CCOCC1,0.9%,-14

# In the list so far, five have a COOH group.
SMILES,GlmU inhibition,RmlCD inh 1536
O=C(O)CCCNC(=O)/C(=C\c1ccc(Cl)cc1)NC(=O)c1ccc(Br)cc1,-4.7%,47
CC(C)NC(=O)c1onc(CSc2cccc(Cl)c2)c1C(=O)O,0.7%,x
CS(=O)(=O)c1ccc(-c2cn3cc(C(=O)O)ccc3n2)cc1,-1.4%,-8
O=C(O)CC12CC3CC(C1)CC(n1ncc(NCc4ccc5c(c4)OCO5)c(Cl)c1=O)(C3)C2,-1.0%,-16
CCCCOc1ccc(N2C(=O)CC(N(CCc3ccccc3)C(=O)/C=C/C(=O)O)C2=O)cc1 (centres undefined),6.4%,-7

# Following part:
SMILES,GlmU inhibition,RmlCD inh 1536
CCS(=O)(=O)N1CCN(CC2CC3C=CC2C3)CC1 (centres undefined),16%,7
CCOc1ccc(C2C(C(=O)c3cccs3)=C(O)C(=O)N2Cc2cccnc2)cc1OC (centres undefined),-6.1%,1
Cn1c(=O)n(CC(=O)N2CCC3(CC2)OCCO3)c(=O)c2ccccc21,-1.3%,7
CCOC(=O)CS(=O)(=O)c1nc(-c2ccccc2)cc(C(F)(F)F)n1,-1.7%,x
COc1cc(-c2noc(CCCC(=O)NCc3ccccc3)n2)cc(OC)c1OC,0.8%,-10
O=c1[nH]c(=O)n(CCOc2ccc(Cl)cc2)cc1Br,0.5%,-7
O=C1NC(=O)N(Cc2ccccc2)C(=O)/C1=C/C=C/c1ccco1,-4.8%,x
Cc1cc(C)nc(NC(=O)CSc2nn(-c3ccccc3)c(=S)s2)n1,3.2%,x
O=C(COC(=O)c1ccc(Br)cc1)NCc1ccccc1,7.7%,0
Cc1ccc(N2C(=O)c3cccc4cccc(c34)C2=O)cc1,3.2%,33
CC(Cc1ccccc1Sc1ccccc1)N(C)C (centres undefined),-0.8%,7
N#C/C(=C\c1ccc(Sc2ccccc2)o1)c1nc2ccccc2[nH]1,-4.0%,5
COc1ccccc1NC(=O)Cn1nc(-c2ccc(Cl)cc2)c2ccccc2c1=O,5.0%,x
Cc1cccc(OCC(=O)Nc2ccccc2-c2ccccc2)c1,-5.2%,-12
O=C1NN=C(c2ccccc2)CC1c1c[nH]c2ccccc12 (centres undefined),-3.6%,-3

# Some of the entries so far, with values under each structure.
# Every second line gives: GlmU inhibition	RmlCD inh 1536
> O=C(COC(=O)c1ccc(Br)cc1)NCc1ccccc1
  7.7%	0
> Cc1ccc(N2C(=O)c3cccc4cccc(c34)C2=O)cc1
  3.2%	33

# Nothing new here: an excerpt of the list.
SMILES,GlmU inhibition,RmlCD inh 1536
CCS(=O)(=O)N1CCN(CC2CC3C=CC2C3)CC1 (centres undefined),16%,7
CCOc1ccc(C2C(C(=O)c3cccs3)=C(O)C(=O)N2Cc2cccnc2)cc1OC (centres undefined),-6.1%,1
Cn1c(=O)n(CC(=O)N2CCC3(CC2)OCCO3)c(=O)c2ccccc21,-1.3%,7
CCOC(=O)CS(=O)(=O)c1nc(-c2ccccc2)cc(C(F)(F)F)n1,-1.7%,x
COc1cc(-c2noc(CCCC(=O)NCc3ccccc3)n2)cc(OC)c1OC,0.8%,-10

# New compounds follow
SMILES,GlmU inhibition,RmlCD inh 1536
COc1ccc(-c2nc(CN(CC3CCC(=O)N3)C(C)C)c(C)o2)c(C)c1C (centres undefined),1.6%,-3
Cc1onc(C(=O)NN)c1-c1csc(COc2ccc(Cl)cc2)n1,0.7%,-2
CCc1nnc(NC(=O)CSc2ncnc3scc(-c4ccc(C)cc4)c23)s1,-2.9%,-8
Cc1cc(Nc2ccccc2)nc(-c2ccccc2O)n1,0.5%,4
O=C(Cc1ccc(Br)cc1)Nc1ccccc1Cl,12%,8
CCOC(=O)c1sc2nc(N3CCCC3)c3c(c2c1N)CC(C)(C)OC3,6.1%,-1
CCOC(=O)N1CCN(C(=O)c2ccc(S(=O)(=O)c3ccc(C)cc3)c(NC(C)=O)c2)CC1,2.7%,3
O=C(Oc1cccc(Nc2ncnc3ccccc23)c1)c1ccccc1Cl,0.0%,-11
COc1ccc(/C(O)=C2/C(=O)C(=O)N(CC3CCCO3)C2c2cccc(OC)c2)cc1 (centres undefined),-2.3%,x
CCc1nnc(NC(=O)c2ccc(S(=O)(=O)N3CCN(Cc4ccccc4)CC3)cc2)s1,-1.4%,-12
O=C(NCCN1CCOCC1)c1ccc2c(c1)N(Cc1ccccc1F)C(=O)c1ccccc1S2,8.9%,-10
CCC1=NN2C(=N)/C(=C\c3cccn3-c3c(C)cccc3C)C(=O)N=C2S1,1.1%,-10
Cc1ccc(S(=O)(=O)NC(CC(=O)NCC2CCCO2)c2ccco2)cc1 (centres undefined),6.0%,12
CCNC(=O)c1ccccc1CCc1ccccc1,5.3%,0
CN(CC(O)COCc1ccccc1F)C1CCCCC1 (centres undefined),-3.1%,x
Cc1noc(C)c1CSc1nc2[nH]ncc2c(=O)n1-c1ccccc1,0.5%,-3
Cc1cc(N2CCN(C)CC2)nc2ccc(NC(=S)NCCCN3CCc4ccccc4C3)cc12,-2.3%,6
CC(CCc1ccccc1)NC(=O)C(=O)N1CCOCC1 (centres undefined),-4.1%,-5
